# Pol kappa inh – DNA polymerase kappa (human) inhibition; Q9UBT6; purified Pol kappa, fluorescent DNA synthesis assay, 10 min; Potency, µM (doses to about 107 µM), for inactives: at the highest dose activity, negative = inhibition, hits mostly inhibitors; 0.53% of 400,000 active; also: % is scaled to controls: 0 for no effect and ±100 for the full control effect
#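 Enzyme at 10 nM met test compounds for 15 min at room temperature. Substrate addition (50 nM final) began the reaction, which was monitored by fluorescence at 0 and 10 min.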
# JMJD2A Tudor inh – blocks the human JMJD2A Tudor domain; O75164; AlphaScreen JMJD2A-Tudor / H3K4me3 peptide binding; Potency, µM (top dose mostly 114 µM), inactives show top-dose activity change, negative = inhibition, most hits filed as inhibitors; 4.4% of 390,000 active; also: % is scaled to controls: 0 for no effect and ±100 for the full control effect; nearly all actives have a fitted effect of over 50% in size
# POLH inh – blocks human DNA polymerase eta activity | Q9Y253 | recombinant Pol eta, fluorescent DNA replication assay | Potency, µM (doses to about 114 µM), without a hit: top-dose activity change, negative = inhibition, usual class: inhibitors | 1.2% of 390,000 active; also: % is scaled to controls: 0 for no effect and ±100 for the full control effect
#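 Fluorescent replication assay: 50 nM final substrate added after a 15 min room-temperature compound preincubation with 10 nM enzyme. Signal taken at 0 min and again at 10 min.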
# BLM helicase inh – inhibitors of human Bloom syndrome helicase BLM; P54132; 0.2% of 350,000 active; AID 2528; Potency, µM (top dose mostly 56.1 µM), inactives show top-dose activity change, negative = inhibition, usual class: inhibitors; recombinant BLM DNA unwinding, fluorescence dequenching;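 also: plate controls were vehicle for no effect and no enzyme for full effect; nearly all actives have a fitted effect of over 35% in size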
# G9a inh – blocks human histone lysine methyltransferase G9a | G9a H3K9 monomethylation, AlphaScreen, 2 h | Potency, µM (titrated, usually from 102 µM), for the others: top-dose activity, negative = inhibition, usual class: inhibitors | Q96KQ7 | 8.8% of 350,000 active; also: % is scaled to controls: 0 for no effect and ±100 for the full control effect; nearly all actives have a fitted effect of over 75% in size
#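 Using a bead-based AlphaScreen, monomethylated H3K9 product from 2 h room-temperature reactions (G9a 20 nM, peptide 500 nM, SAM 20 uM) was detected with 0.5 ug/mL rabbit anti-H3K9me1 antibody.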
# BAZ2B block – BAZ2B (human) inhibition | Q9UIF8 | AlphaScreen BAZ2B-H3K14Ac peptide displacement | Potency, µM (top dose mostly 114 µM), for the others: top-dose activity change, negative = inhibition, most hits filed as inhibitors | 4.4% of 360,000 active | AID 504333; also: % is scaled to controls: 0 for no effect and ±100 for the full control effect; nearly all actives have a fitted effect of over 60% in size
#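 BAZ2B 50 nM plus b-H3(5-23)K14Ac 50 nM, PBS pH 7.4/0.01% Tween-20, 30 min RT; compound added (max 110 uM), 30 min RT; streptavidin donor/Ni-chelate acceptor beads 10 ug/mL final, 20 min dark; AlphaScreen read.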
# POLI inh – DNA polymerase iota (human) inhibition; Q9UNA4; Pol iota fluorescent replication assay, 10 min; Potency, µM (series often up to 115 µM), without a hit: top-dose activity, negative = inhibition, usual class: inhibitors; 1% of 390,000 active; AID 588590
# Target sequence (Q9UNA4 whole entry, looked up): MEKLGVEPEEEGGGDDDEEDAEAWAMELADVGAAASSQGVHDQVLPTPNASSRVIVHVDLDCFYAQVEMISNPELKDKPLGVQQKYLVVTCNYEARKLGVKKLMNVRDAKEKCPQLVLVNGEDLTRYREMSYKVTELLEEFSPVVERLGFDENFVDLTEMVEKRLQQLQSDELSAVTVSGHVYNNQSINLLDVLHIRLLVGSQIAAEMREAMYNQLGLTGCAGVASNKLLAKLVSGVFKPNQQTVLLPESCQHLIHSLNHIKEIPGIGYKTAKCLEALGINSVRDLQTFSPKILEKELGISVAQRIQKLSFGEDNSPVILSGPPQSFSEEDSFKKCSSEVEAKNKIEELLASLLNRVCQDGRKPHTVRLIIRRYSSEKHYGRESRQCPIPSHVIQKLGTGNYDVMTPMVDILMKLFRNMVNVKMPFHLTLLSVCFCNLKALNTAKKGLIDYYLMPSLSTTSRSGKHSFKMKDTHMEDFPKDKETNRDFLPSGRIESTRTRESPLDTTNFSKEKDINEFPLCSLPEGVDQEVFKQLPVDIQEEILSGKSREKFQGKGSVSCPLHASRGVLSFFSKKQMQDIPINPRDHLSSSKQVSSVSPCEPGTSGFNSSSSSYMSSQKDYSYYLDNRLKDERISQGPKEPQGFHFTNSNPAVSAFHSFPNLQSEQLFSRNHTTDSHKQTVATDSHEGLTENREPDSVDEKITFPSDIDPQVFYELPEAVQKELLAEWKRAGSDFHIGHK
#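 Pol iota at 10 nM preincubated 15 min with compounds at room temperature; reaction started with fluorescent substrate, 50 nM final. Fluorescence read kinetically at 0 and 10 min; buffer-only wells as negative control.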
# POLB inh – inhibitors of human DNA polymerase beta; 1.3% of 340,000 active; AID 485314; P06746; Potency, µM (series often up to 114 µM), inactives show at the top dose activity change, negative = inhibition, actives largely listed as inhibitors; Pol beta primer extension/strand displacement, fluorescence kinetic; also: % is scaled to controls: 0 for no effect and ±100 for the full control effect
#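 Reaction started by 50 nM substrate onto compound-treated Pol beta (10 nM, 15 min preincubation, room temperature); plates read at 0 min and 10 min. Normalized concentration-effect data fitted by four-parameter Hill equation.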
# APEX1 inh – APE1 (human) endonuclease inhibition | P27695 | recombinant APE1, TAMRA/BHQ-2 abasic DNA cleavage fluorescence | Potency, µM (titrated, usually from 65.8 µM), without a hit: at the highest dose activity change, negative = inhibition, hits mostly inhibitors | 0.35% of 350,000 active | AID 2517;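 also: plate controls were vehicle for no effect and reference inhibitor for full effect; nearly all actives have a fitted effect of over 55% in size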
# Target sequence (P27695 whole entry, looked up): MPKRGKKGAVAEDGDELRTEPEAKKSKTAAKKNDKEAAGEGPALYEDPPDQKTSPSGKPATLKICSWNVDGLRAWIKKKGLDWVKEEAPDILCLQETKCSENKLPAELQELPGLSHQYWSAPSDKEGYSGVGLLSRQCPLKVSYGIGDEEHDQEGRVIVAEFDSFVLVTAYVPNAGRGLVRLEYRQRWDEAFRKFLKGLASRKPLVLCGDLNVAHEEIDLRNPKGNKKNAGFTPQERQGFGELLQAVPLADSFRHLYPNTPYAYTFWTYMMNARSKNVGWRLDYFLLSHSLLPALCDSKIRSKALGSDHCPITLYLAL
#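 0.75 nM APE1 + cpd, 15 min RT; start w/ 50 nM TAMRA/BHQ-2 THF-abasic dsDNA; kinetic fluor 525/598 nm ×3 reads @60 s; Δ(read3−read1); normalized to DMSO and NSC13755 control wells.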
# Active calls of the source: *; ? = inconclusive; · = no result given; [ ] = remark or other dose. Calls follow the shape of the dose curve; as a rule, active = well fitted curve in the direction sought with a large enough effect; inconclusive = small, poorly fitted or top-dose-only effect, or another doubt; inactive = no such curve, though single readings can be large; an effect the other way counts as inactive or inconclusive. Potency is read from the fitted curve at half-maximal effect.
canonical_smiles | POLH inh | BAZ2B block | POLI inh | Pol kappa inh | APEX1 inh | POLB inh | JMJD2A Tudor inh | BLM helicase inh | G9a inh
CCCSc1nc2c(c(=O)n1-c1ccc(OCC)cc1)SCC2 | 3.2% | 2.4% | 3.1% | -15.5% | -1.1% | -10.1% | -19.9% | -1.2% | -23.3%[12.7 µM]
CC(CN1CC(=O)NC(=O)C1)N1CC(=O)NC(=O)C1 (stereo not given) | -20.2% | · | ? | -5.1%[60.1 µM] | · | · | · | 4.1% | 2.82µM*
O=C(CSc1ncn[nH]1)c1ccc2c(c1)OCO2 | -5.3% | 11.1% | ? | -11.3% | 10.0% | 2.9% | 31.6µM* | 1.8% | 5.8%[12.7 µM]
COc1ccc(CCNC(=O)CCCN2C(=O)c3ccccc3C2=O)cc1OC | -7.2% | 4.9% | 7.9% | -4.4%[60.1 µM] | 5.3% | 13.5% | -10.1% | 0.8% | 1.9%[0.0925 µM]
CC(=O)Nc1ccc(NC(=O)CSc2nnc(CNc3ccc(F)cc3)n2CC2CCCO2)cc1 (stereo not given) | -9.3% | -36.3% | 84.0%[activator] | -0.6% | -0.6% | 1.3% | -33.1% | -0.1% | 10.1%
O=C1C=C(N2CCCCC2)C2(CCCCC2)O1 | -3.1% | -19.6% | 3.2% | 4.2% | -0.2% | 0.0% | -6.1% | -3.0% | 7.8%
Nc1ncnc2c1ncn2[C@@H]1O[C@H](CNC(=O)[C@@H]2CCC(=O)N2)[C@@H](O)[C@H]1O | -6.2% | · | 13.0% | -4.8% | 11.0% | · | -2.9% | · | ·
Cc1nc(SCC(=O)NC2CCCC2)[nH]c(=O)c1Cc1ccccc1 | 0.4% | -2.6% | 27.5% | -7.6% | ? | 42.1% | -14.1% | -0.4% | 17.3%
COc1ccc(OC)c(NS(=O)(=O)c2ccc(N3CCCC3=O)cc2)c1 | 1.9% | -1.4% | 7.9% | -1.8% | -4.4% | 29.3% | -8.7% | -0.2% | -7.9%[2.33 µM]
CC(CCc1ccccc1)NC(=O)COC(=O)C1CCC(C(C)(C)C)CC1 (stereo not given) | -16.7% | 20.1% | -5.8% | -20.6% | 8.8% | 22.9% | 12.5% | -7.1% | 5.1%[59 µM]

# Next part; it opens with the 2 that closed the last part.
canonical_smiles | POLH inh | BAZ2B block | POLI inh | Pol kappa inh | APEX1 inh | POLB inh | JMJD2A Tudor inh | BLM helicase inh | G9a inh
COc1ccc(OC)c(NS(=O)(=O)c2ccc(N3CCCC3=O)cc2)c1 | 1.9% | -1.4% | 7.9% | -1.8% | -4.4% | 29.3% | -8.7% | -0.2% | -7.9%[2.33 µM]
CC(CCc1ccccc1)NC(=O)COC(=O)C1CCC(C(C)(C)C)CC1 (stereo not given) | -16.7% | 20.1% | -5.8% | -20.6% | 8.8% | 22.9% | 12.5% | -7.1% | 5.1%[59 µM]
Clc1ccccc1Nc1nc(-c2ccncc2)nc2ccccc12 | -13.6% | -10.2% | 50.1µM* | -6.2%[60.1 µM] | -2.5% | -15.7% | -20.6% | -5.7% | ?
Cc1cc(N/N=C/c2ccc(F)cc2)nc(NCc2ccccc2)n1 | -20.2% | -33.7% | 88.1%[activator] | -13.1% | -6.3% | 17.2% | -20.1% | -11.3% | ·
CCOC(=O)c1c(NC(=O)Cn2nc(C(F)(F)F)cc2C)sc2c1CCC2 | -28.0% | 0.1% | 7.0% | 7.2% | 3.2% | 0.1% | -8.1% | -10.4% | 12.7%[59 µM]
CCn1nnnc1SCC(=O)N1CCN(Cc2ccc3c(c2)OCCO3)CC1 | -11.6% | -4.9% | -10.1% | -0.8% | 5.2% | · | -4.3% | · | 10.5%[59 µM]
Nc1c(C(=O)N/N=C/c2ccccc2)cnn1-c1ccccc1 | -8.9% | -2.6% | 33.7% | 0.8% | -4.2% | -2.9% | -7.0% | -1.5% | 6.0%
COc1ccc2[nH]c(=O)c(CN(C(=O)C3CCCO3)c3ccc(C)c(C)c3)cc2c1 (stereo not given) | -24.3% | -16.7% | 59.0%[activator] | 12.1% | 4.1% | -0.1% | -5.6% | 1.2% | 9.2%
CCCCn1c(CN2CCN(CCO)CC2)nc2ccccc21 | -9.9% | 7.8% | -4.6% | -1.2% | 4.1% | ? | -7.9% | 1.9% | 35.0%[59 µM]
Cc1ccc(CN2CCN(c3ncccn3)CC2)o1 | -2.7% | 0.3% | ? | -27.0% | 19.5% | 14.7% | -20.5% | 0.2% | ?
Cc1nc(SCC(=O)NCc2ccc3c(c2)OCO3)nc(C)c1C | 1.7% | · | 12.0% | 1.0% | 9.1% | · | -11.6% | · | ·
NS(=O)(=O)c1ccc(CCNC(=O)C2CCCN2S(=O)(=O)c2cccc3nsnc23)cc1 (stereo not given) | -15.9% | -3.0% | 26.9% | 11.9% | 10.1% | -3.5% | -2.3% | 1.6% | 79.4µM*
COc1ccc([C@H]2CC(=O)C=C(/C=C/c3ccccc3)C2)cc1OC | -3.1% | ? | 11.0% | -7.1% | 12.2% | · | ? | · | 6.1%[0.501 µM]
CCOC(=O)C(C(=O)OCC)c1cc(Br)c2noc3c2c1C(=O)c1ccccc1-3 | 8.91µM* | 7.94µM* | ? | ? | ? | 79.4µM* | 50.1µM* | 3.9% | 2.51µM*
COc1ccc(CCNC(=O)CCCn2c(=O)c3ccccc3n(Cc3ccc(F)cc3Cl)c2=O)cc1OC | -12.5% | 32.5%[activator] | 4.3% | 8.1% | · | 3.4% | 1.0% | 2.4% | 34.5%[activator][59 µM]
O=C1COc2ccc(C(=O)COC(=O)c3ccc(Cl)cc3[N+](=O)[O-])cc2N1 | -6.5% | -32.6% | 34.7%[activator] | -2.4% | 11.8% | · | -25.3% | · | 44.7µM*
CCOc1ccccc1CN1CCC(O)CC1 | -14.8% | ? | 13.4% | -9.6% | 18.7% | 26.6% | 5.62µM* | -0.1% | -24.4%[12.7 µM]
O=C(CN1CCN(c2ccc(Cl)cc2)CC1)c1ccccc1 | -12.3% | -16.8% | -3.9% | 1.5% | -10.3% | 29.3% | -10.6% | -3.1% | 8.91µM*
CC(=O)c1ccc(NC(=O)c2cnc(N3CCCC3)nc2C)cc1 | · | -3.3% | 18.5% | -2.9%[60.1 µM] | · | 0.1% | -0.7% | -2.5% | 29.0%[59 µM]
COc1cccc(NC(=O)CN(C)C(=O)CCCNC(=O)c2ccc(Cl)cc2)c1 | -5.3% | 9.0% | 2.5% | -20.4% | 10.1% | · | -14.3% | · | 11.9%[12.7 µM]
O=C1NC2(CCCCCC2)C(=O)N1Cc1c(F)cccc1Cl | -10.8% | 3.6% | 29.9% | 9.6% | -0.7% | 50.4% | -10.1% | -2.7% | -4.9%
CCc1ccc2[nH]c3nc(SCCN4CCOCC4)nnc3c2c1 | -1.0% | 5.3% | ? | -1.1% | 6.2% | 16.8% | 1.0% | -1.1% | ·
O=C1N=C(N2CCC(Cc3ccccc3)CC2)S/C1=C/c1cn[nH]c1-c1ccccc1 | -7.4% | -5.0% | 10.3% | -25.3% | 5.3% | 43.4% | -17.2% | -0.3% | 24.7%
Cc1cccc(NC(=O)CCCSc2nc3ccccc3[nH]2)c1 | -15.6% | -2.4% | 73.6%[activator] | 1.0% | 7.8% | 2.2% | -3.7% | 0.2% | ?
Nc1ccccc1N1CCN(C(=O)c2ccccc2)CC1 | -9.3% | -3.7% | 8.6% | 3.9% | 1.6% | 0.9% | 3.4% | 4.0% | ?
CCN1C(=O)C(=O)N(CC(=O)N2CCN(c3ccccc3)CC2)C1=O | -19.7% | 2.5% | 2.7% | 0.6% | 14.5% | · | 0.3% | · | ?
Cc1cc(C(=O)Cn2nc(C(=O)O)c3ccccc3c2=O)c(C)n1CCc1ccc(Cl)cc1 | -3.4% | -13.9% | 3.3% | -10.4% | -3.1% | -1.4% | -30.0% | -6.9% | ?
CCOC(=O)CCC(NC(=O)c1ccc(CNc2nc3cc(C(F)(F)F)ccc3nc2C(=O)OCC)cc1)C(=O)OCC (stereo not given) | -5.4% | · | 12.0% | -18.4% | · | · | -13.9% | · | ·
NS(=O)(=O)c1ccc(CCNC(=O)CN2CCN(Cc3cccc4ccccc34)CC2)cc1 | -19.6% | -1.1% | ? | -4.5% | 8.1% | 23.1% | -4.2% | 1.7% | 19.2%
CN(C)c1ccc(C(=O)c2ccc(N(C)C)c(N)c2)cc1N | -4.2% | 50.1µM* | 3.2% | -4.8% | 0.8% | 0.7% | 56.2µM* | -2.8% | 79.4µM*
COCCCNC(=O)Cn1cc(/C=C(\C#N)C(=O)NC2CC2)c2ccccc21 | -14.4% | 4.4% | -4.9% | -10.3% | 7.3% | 5.5% | -3.1% | -2.2% | 12.2%
CC1CCCN(C(=O)CCS(=O)(=O)c2ccc3c(c2)NC(=O)C(C)S3)C1 (stereo not given) | -5.2% | -4.9%[57.1 µM] | -4.1% | -7.1% | 74.0%[activator] | -5.2% | 16.3% | -0.1% | 12.3%
CC1=NN(c2cccc(C(=O)O)c2)C(=O)/C1=C\C=C/c1ccccc1 | 17.8µM* | ? | ? | -14.9% | -3.4% | 0.1% | ? | -13.6% | 39.8µM*
COCCCN(Cc1cccs1)S(=O)(=O)c1c[nH]c(C(=O)OC)c1 | 3.3% | -6.1% | 101.0%[activator] | -0.6% | -4.9% | 17.0% | -4.1% | -1.5% | ·
CC(=O)c1cccc(NC(=O)CCCN2C(=O)COc3ccc(C)cc32)c1 | · | -12.9% | 2.6% | -10.7% | · | -3.5% | -18.8% | -5.4% | -29.8%[59 µM]
N/C(Cc1ccc(Cl)cc1)=N\OC(=O)c1cccc2ccccc12 | -14.0% | 15.0% | -3.9% | -5.4% | -2.3% | -4.8% | 30.8% | -6.2% | 24.9%
C(=N\NC(=Nc1ccccc1)c1ccccn1)/c1ccccn1 | -7.5% | 6.8% | -9.4% | -7.8% | 1.5% | 6.4% | -9.4% | 6.5% | 0.8%[59 µM]
CCOC(=O)c1c(C)[nH]c(C(=O)OC(C)C(=O)NCc2ccccc2)c1C (stereo not given) | 6.0% | -3.5% | 13.0% | -13.8% | -13.2% | · | 2.7% | · | ?
NC(=O)c1c(NC(=O)c2cnccn2)sc2c1CCCC2 | -4.4% | -22.5% | 92.6%[activator] | -8.7% | -6.0% | 16.5% | -7.5%[11.4 µM] | -5.9% | 8.91µM*
COC(=O)c1ccc(Cl)c(NS(=O)(=O)c2ccc3c(c2)OCCO3)c1 | 8.5% | -9.5% | 10.2% | -5.3% | 18.6% | -1.9% | -2.1% | -4.9% | 6.9%[12.7 µM]

# Only part of the results is shown; the hit share may differ from the screen's.
